Compound activity: PubChem, Sanford-Burnham Center for Chemical Genomics
UPR XBP1 act = adaptive UPR (XBP1) activation; CHO-XBP1 luciferase reporter, IRE1-XBP1 UPR activation, luminescence; percent of tunicamycin response, DMSO as zero; hit rate 0.33% among 330,000; activation, % at 20 µM;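 active = versus positive control, 20 µM dose yields 30% or more activation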;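 note: 100% = tunicamycin at 10 µg/mL and 0% = DMSO only wells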
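Test system: CHO-XBP1 luciferase reporter cells | Buffer or medium: Serum-containing F12 medium, 10% FBS | Schedule: 6 h compound exposure at 37 °C, 5% CO2 | Detection: Steady-Glo luciferase glow luminescence, 10 min after reagent addition | Read-out basis: Activation, % of tunicamycin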
APJ antag = antagonists of human APJ apelin receptor | P35414 | CHO-K1 APJ beta-arrestin complementation, luminescence | inhibition, % at 20 µM | hit rate 0.32% among 330,000 | AID 2521;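 active = inhibition above about 40% at 20 µM, limit read from the data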;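 note: cells challenged with 10 nM apelin-13 agonist together with compound; plate controls were apelin-13 plus DMSO wells for no effect and DMSO wells lacking apelin-13 for full effect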
Target sequence (P35414 whole entry, looked up): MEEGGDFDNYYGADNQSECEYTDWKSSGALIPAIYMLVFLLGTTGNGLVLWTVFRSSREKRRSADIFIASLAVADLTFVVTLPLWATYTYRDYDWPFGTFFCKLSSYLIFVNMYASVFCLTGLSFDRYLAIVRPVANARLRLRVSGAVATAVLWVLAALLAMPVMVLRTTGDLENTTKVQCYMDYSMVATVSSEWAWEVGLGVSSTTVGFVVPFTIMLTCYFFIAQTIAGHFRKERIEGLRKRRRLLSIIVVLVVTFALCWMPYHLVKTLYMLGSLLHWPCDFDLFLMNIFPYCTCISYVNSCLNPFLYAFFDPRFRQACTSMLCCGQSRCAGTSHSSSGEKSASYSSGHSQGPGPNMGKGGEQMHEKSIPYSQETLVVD
TIM10 inh = inhibits growth of TIM10 yeast strain; S. cerevisiae TIM10 strain growth, BacTiter-Glo luminescence, 24 h; inhibition, % at 10 µM; hit rate 1.4% among 330,000; AID 463195;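 active = inhibition of 40% or more at the single tested concentration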;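 note: wild-type TIM10 isogenic control strain grown at permissive 25 °C; 0% = DMSO yeast wells and 100% = minimal medium wells without yeast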
tim10-1 inh = tim10-1 yeast growth inhibition. inhibition, % at 20 µM. hit rate 2.2% among 330,000. AID 463190. S. cerevisiae tim10-1 ts strain growth, BacTiter-Glo, 24 h;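 active = inhibition of at least 40%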;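 note: mutant grown at 25 °C; 0% = DMSO wells with yeast and 100% = wells holding no yeast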
CXCR6 block = CXCR6 (human) receptor inhibition; hit rate 0.36% among 360,000; O00574; CHO-K1 PathHunter CXCR6 beta-arrestin, luminescence; inhibition, % at 20 µM; in the data active = inhibition above about 34%, passing the limit was not always enough;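 note: antagonist mode with CXCL16 agonist at 10 nM final; 0% = 10 nM CXCL16 with DMSO and 100% = unstimulated wells without agonist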
Target sequence (O00574 whole entry, looked up): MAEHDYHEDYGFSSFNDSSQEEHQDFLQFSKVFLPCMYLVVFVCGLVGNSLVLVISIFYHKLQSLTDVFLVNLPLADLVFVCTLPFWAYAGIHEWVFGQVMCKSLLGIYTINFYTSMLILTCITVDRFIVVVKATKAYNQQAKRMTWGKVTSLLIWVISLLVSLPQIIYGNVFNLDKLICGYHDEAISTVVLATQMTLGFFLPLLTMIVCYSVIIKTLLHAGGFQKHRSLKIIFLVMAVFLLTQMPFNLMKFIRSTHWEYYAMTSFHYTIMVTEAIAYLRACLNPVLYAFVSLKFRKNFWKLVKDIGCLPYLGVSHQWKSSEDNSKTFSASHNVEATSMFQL
APJ agonist = activates the human apelin receptor APJ; activation, % at 20 µM; P35414; CHO-K1 APJ PathHunter beta-arrestin, luminescence; 0% DMSO wells, 100% apelin; AID 2520; hit rate 0.11% among 330,000;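 active = activation more than six SD over the plate average, tested at 20 µM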;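 note: 0% = DMSO alone and 100% = apelin-13 at 10 nM; some results filed as inactive read as strong as hits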
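Material: engineered CHO-K1 APJ arrestin reporter cells; amount: 1000 CHO-K1 reporter cells seeded per well; incubation: compound stimulation 90 min at 25 °C, detection 60 min; signal: luminescent beta-gal fragment complementation, chemiluminescent substrate; read-out basis: APJ agonist activity; controls: DMSO-only wells as negative, 10 nM Apelin-13 as positive control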
UPR CHOP act = apoptotic UPR (CHOP) activation; AID 449763; CHO-CHOP luciferase reporter, luminescence; percent of tunicamycin response over DMSO baseline; hit rate 0.34% among 330,000; activation, % at 10 µM;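 active = at 10 µM dose, activation of 40% or more, normalized to positive control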;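 note: 100% = tunicamycin at 10 µg/mL and 0% = DMSO alone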
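System: CHO CHOP reporter cells. Amount: 500 cells per well. Buffer or medium: F12 medium, 10% FBS. Compound dosing: one dose, 10 µM in 0.5% DMSO. Incubation: 6 h compound exposure at 37 °C after overnight seeding. Technique: Steady-Glo luciferase luminescence. Benchmarks: tunicamycin and DMSO controls.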
Mdm2 MdmX PPI = disrupts the human Mdm2-MdmX interaction; SaOS-2 split-luciferase Mdm2/MdmX complementation, luminescence; inhibition, % at 8 µM; hit rate 3% among 330,000; AID 485346;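 active = inhibition of at least 50% at 8 µM in the primary screen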
tim23-1 inh = growth inhibitors of tim23-1 mutant yeast. S. cerevisiae tim23-1 growth, BacTiter-Glo luminescence, 24 h. inhibition, % at 20 µM. hit rate 1.3% among 330,000. AID 463212;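 active = growth inhibition of the mutant yeast at or above 50%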;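 note: temperature-sensitive mutant grown at 25 °C; plate controls were DMSO-treated mutant yeast for no effect and medium wells lacking yeast for full effect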
An asterisk follows results filed as active; x = not tested or not shown. Some of the compounds tested, so the mix of outcomes need not match the whole.

SMILES | UPR XBP1 act | APJ antag | TIM10 inh | tim10-1 inh | CXCR6 block | APJ agonist | UPR CHOP act | Mdm2 MdmX PPI | tim23-1 inh
CC(C)[C@H](NC(=O)c1ccccc1Cl)C(=O)Nc1nc(-c2ccccn2)cs1 | 0 | 7 | 17 | 19 | 13 | -2 | -0.3 | 64* | 35
COc1ccc(C(O)P(=O)(OCC(C)C)c2ccc(N(C)C)cc2)c(OC)c1 (stereo unspecified) | 1 | 0 | 26 | 20 | 4 | -2 | -1.4 | -24 | 28
Cc1ccc(N(CC(=O)NCc2ccccc2)C(=O)c2csnn2)cc1 | -2 | 10 | -2 | 19 | 0 | -3 | 2.2 | 14 | 12
CC(=O)Nc1ccc(C(=O)N/C(=C/c2ccccc2)C(=O)N2CCCCC2)cc1 | -2 | -14 | -1 | 2 | 0 | -4 | 0.7 | 21 | 17
O=C(CNc1ccccc1)N/N=C/c1cc([N+](=O)[O-])ccc1N1CCCC1 | -4 | 7 | 4 | 6 | 28 | -2 | -3.5 | 27 | 6
Cc1cccc(N2CCN(C(=O)c3ccc4c(c3)NC(=O)C(CSCc3ccc(F)cc3)N4)CC2C)c1 (stereo unspecified) | 2 | 9 | -8 | 22 | x | -2 | 1.5 | 31 | 7
O=C(NCCc1c[nH]c2ccccc12)C1CCC(=O)N(CCc2cccc(F)c2)C1 (stereo unspecified) | -4 | 17 | -5 | -6 | 0 | -3 | 1.6 | 6 | -2
CC(C)Sc1nc(C(F)(F)F)cc(=O)n1-c1ccccc1 | 1 | -3 | 22 | 27 | 5 | -3 | 0.4 | 7 | 36
O=S(=O)(Nc1ccccn1)c1ccc(Cl)cc1 | -3 | -6 | -9 | 7 | -5 | -3 | 1.1 | -12 | 6
C=CCN1C(=O)OC2(CCCCC2)C1(C)O (stereo unspecified) | -1 | 9 | 1 | -18 | 0 | -4 | -0.4 | 8 | 2

Complete entries, quoted from the list:
`O=C(CNc1ccccc1)N/N=C/c1cc([N+](=O)[O-])ccc1N1CCCC1` reads UPR XBP1 act = -4; APJ antag = 7; TIM10 inh = 4; tim10-1 inh = 6; CXCR6 block = 28; APJ agonist = -2; UPR CHOP act = -3.5; Mdm2 MdmX PPI = 27; tim23-1 inh = 6
`COc1ccc(C(O)P(=O)(OCC(C)C)c2ccc(N(C)C)cc2)c(OC)c1` (stereo unspecified) reads UPR XBP1 act = 1; APJ antag = 0; TIM10 inh = 26; tim10-1 inh = 20; CXCR6 block = 4; APJ agonist = -2; UPR CHOP act = -1.4; Mdm2 MdmX PPI = -24; tim23-1 inh = 28

(cont.)
SMILES | UPR XBP1 act | APJ antag | TIM10 inh | tim10-1 inh | CXCR6 block | APJ agonist | UPR CHOP act | Mdm2 MdmX PPI | tim23-1 inh
O=C(O)c1ccccc1Nc1ccc(OC(F)F)cc1 | -1 | 10 | -1 | 11 | -4 | 1 | 1.0 | -19 | 7
CCn1c2ccccc2c2cc(NC(=O)CNCc3ccccc3OC)ccc21 | 4 | 9 | 35 | -17 | -5 | -4 | 0.7 | 57* | 18
C=CCC(=O)N1CCC(n2nccc2NC(=O)CCOc2ccccc2)CC1 | 9 | -2 | 4 | -12 | 0 | -5 | 0.4 | 5 | -10
N#Cc1ccc(NC(=O)C2=COCCO2)cc1 | 0 | 3 | 4 | -3 | -4 | -3 | 1.2 | 17 | -1
CN1CCN(CCC(=O)N2c3ccccc3Sc3ccc(Cl)cc32)CC1 | 1 | 5 | 15 | 10 | 3 | -5 | -1.8 | 30 | -36
C/C(=N\Nc1nc(N2CCOCC2)nc(N2CCOCC2)n1)c1cccs1 | -3 | -22 | 3 | 6 | -5 | 2 | -2.1 | -5 | 7
C=CCNC(=O)c1cccn1-c1ccsc1C(=O)OC | -5 | -13 | -15 | -3 | 2 | -3 | -0.2 | 9 | 0
O=C(Cn1c(O)c(/C=C2\C=Nc3ccccc32)sc1=O)N1CCOCC1 | 6 | -2 | 1 | -6 | -8 | 2 | -1.6 | 0 | 27
O=C(c1ccc([N+](=O)[O-])cc1)N1CCC(Cc2ccccc2)CC1 | -5 | 8 | -19 | -8 | 0 | -2 | -1.9 | 7 | 22
CCOc1ccc(Oc2ccc(NC(=O)CSc3nncn3C)cc2)cc1 | 1 | -6 | 0 | 28 | -4 | 0 | -0.1 | -6 | 10
CC(Sc1nnc(-c2ccccc2F)n1N)C(=O)NCC1CCCO1 (stereo unspecified) | 1 | -24 | 3 | -23 | -3 | -6 | 0.5 | 20 | -15
CCOc1ccc(S(=O)(=O)N2CCCCC2)cc1NC(=O)Cc1cccc(C(F)(F)F)c1 | -1 | 31 | 15 | 9 | 5 | 1 | -0.1 | 5 | 2
COc1ccc(-c2cc3ccccc3n2CC(O)CN2CCC(C)CC2)cc1 (stereo unspecified) | 0 | -45 | 6 | 4 | 7 | -5 | -0.6 | 19 | 5
Cc1ccc(C(=O)NCCC(=O)N2CCC3(CC2)NCCc2[nH]cnc23)cc1 | -2 | -8 | -7 | 20 | 9 | -4 | -0.3 | 6 | 6
Cc1cc(C)nc(SCC(=O)NNC(=O)c2cccs2)n1 | -3 | 7 | -13 | 9 | 2 | 1 | 2.6 | 18 | 2
CN(C)C(=O)c1ccc(-c2nnc(NCc3ccccc3)c3ccccc23)cc1 | -2 | 6 | 7 | 31 | -6 | 5 | 2.6 | 19 | 27

Ordered by molecular weight (largest number first): 14 of the compounds above
SMILES | UPR XBP1 act | APJ antag | TIM10 inh | tim10-1 inh | CXCR6 block | APJ agonist | UPR CHOP act | Mdm2 MdmX PPI | tim23-1 inh
CCOc1ccc(S(=O)(=O)N2CCCCC2)cc1NC(=O)Cc1cccc(C(F)(F)F)c1 | -1 | 31 | 15 | 9 | 5 | 1 | -0.1 | 5 | 2
C/C(=N\Nc1nc(N2CCOCC2)nc(N2CCOCC2)n1)c1cccs1 | -3 | -22 | 3 | 6 | -5 | 2 | -2.1 | -5 | 7
CN1CCN(CCC(=O)N2c3ccccc3Sc3ccc(Cl)cc32)CC1 | 1 | 5 | 15 | 10 | 3 | -5 | -1.8 | 30 | -36
CCn1c2ccccc2c2cc(NC(=O)CNCc3ccccc3OC)ccc21 | 4 | 9 | 35 | -17 | -5 | -4 | 0.7 | 57* | 18
CCOc1ccc(Oc2ccc(NC(=O)CSc3nncn3C)cc2)cc1 | 1 | -6 | 0 | 28 | -4 | 0 | -0.1 | -6 | 10
C=CCC(=O)N1CCC(n2nccc2NC(=O)CCOc2ccccc2)CC1 | 9 | -2 | 4 | -12 | 0 | -5 | 0.4 | 5 | -10
Cc1ccc(C(=O)NCCC(=O)N2CCC3(CC2)NCCc2[nH]cnc23)cc1 | -2 | -8 | -7 | 20 | 9 | -4 | -0.3 | 6 | 6
COc1ccc(-c2cc3ccccc3n2CC(O)CN2CCC(C)CC2)cc1 (stereo unspecified) | 0 | -45 | 6 | 4 | 7 | -5 | -0.6 | 19 | 5
CC(Sc1nnc(-c2ccccc2F)n1N)C(=O)NCC1CCCO1 (stereo unspecified) | 1 | -24 | 3 | -23 | -3 | -6 | 0.5 | 20 | -15
O=C(c1ccc([N+](=O)[O-])cc1)N1CCC(Cc2ccccc2)CC1 | -5 | 8 | -19 | -8 | 0 | -2 | -1.9 | 7 | 22
Cc1cc(C)nc(SCC(=O)NNC(=O)c2cccs2)n1 | -3 | 7 | -13 | 9 | 2 | 1 | 2.6 | 18 | 2
C=CCNC(=O)c1cccn1-c1ccsc1C(=O)OC | -5 | -13 | -15 | -3 | 2 | -3 | -0.2 | 9 | 0
N#Cc1ccc(NC(=O)C2=COCCO2)cc1 | 0 | 3 | 4 | -3 | -4 | -3 | 1.2 | 17 | -1
C=CCN1C(=O)OC2(CCCCC2)C1(C)O (stereo unspecified) | -1 | 9 | 1 | -18 | 0 | -4 | -0.4 | 8 | 2
